Compound activity deposited in PubChem BioAssay by several laboratories.
HTR5A inv ag – counter-screen for OPRM1-OPRD1 inverse agonists: human HTR5A inverse agonism; P47898; HTR5A cell line, luminescence; inhibition, % at 9.3 µM; 340,000 compounds, 0.083% hits; AID 504634; in the data active = inhibition mostly above about 23%, no sharp cut-off; inactive = mostly below about 18%;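 also: 0% = cells with DMSO and 100% = no-cell wells with DMSO; some compounds called inactive have numbers as strong as hits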
dFosB act – activators of mouse delta FosB homodimer. P13346. purified delta FosB, TAMRA-CDK5 oligo fluorescence polarization; percent of positive-control signal above neutral wells. activation, % at 25 µM. 340,000 compounds, 0.99% hits;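 active = mean activation above about 17%, with every replicate also reaching it, limit read from the data, passing the limit was not always enough; inconclusive = only one of the two conditions met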;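 also: fluorescence polarization rise as delta FosB binds a TAMRA Cdk5 AP-1 oligo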
Target sequence (P13346 whole entry, looked up): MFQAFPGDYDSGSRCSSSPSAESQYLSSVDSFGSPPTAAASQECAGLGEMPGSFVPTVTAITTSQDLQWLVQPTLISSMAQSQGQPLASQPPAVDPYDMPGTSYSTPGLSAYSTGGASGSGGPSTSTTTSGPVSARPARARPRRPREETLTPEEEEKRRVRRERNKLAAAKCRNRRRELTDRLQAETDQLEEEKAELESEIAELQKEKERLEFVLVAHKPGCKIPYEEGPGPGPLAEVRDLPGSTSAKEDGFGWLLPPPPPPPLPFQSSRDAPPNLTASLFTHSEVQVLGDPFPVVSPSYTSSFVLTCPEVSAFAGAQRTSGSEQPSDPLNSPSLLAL
CDK5 p35 inh – blocks human CDK5/p35 kinase activity. Recombinant CDK5/p35, ADP-Glo luminescence, 60 min. inhibition, % at 10 µM. AID 488839. Q00535+Q15078. 330,000 compounds, 0.01% hits;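 active = highest replicate inhibition of at least 50% and at least 75% of replicates reaching 50%; inconclusive = only one of the two criteria met; inactive = both criteria failed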;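 also: plate controls were DMSO neutral control for no effect and GW8510 at 10 µM for full effect; many of its hits are not listed in these tables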
NSD2 inh – NSD2 (human) methyltransferase inhibition; O96028; NSD2 peptide methylation, AlphaScreen, 120 min; inhibition, % at 12.5 µM; 310,000 compounds, 0.54% hits; in the data active = inhibition above about 50%
Wnt act – activators of Wnt/beta-catenin signaling; activation, % at 9.35 µM; AID 743398; Wnt/beta-catenin reporter cell assay, activator, plate reader; 300,000 compounds, 1.2% hits; in the data active = activation above about 30%, passing the limit was not always enough; inconclusive = no clear call, values can overlap the other calls;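 also: 0% = neutral control wells and 100% = positive control wells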
V-ATPase pH – yeast V-ATPase proton transport regulation by pHLuorin | S. cerevisiae, pHLuorin cytosolic pH fluorescence | response, % at 10 µM | 350,000 compounds, 0.37% hits | AID 504577; in the data active = response mostly above about 7.3%, no sharp cut-off; inactive = mostly below about 5.4%; also: actives read high; inactives centre near 0; some compounds called inactive have numbers as strong as hits; reference of the scale not given here
SR-BI HDL uptake – blocks mouse SR-BI lipid uptake from DiI-HDL; Q61009; ldlA[mSR-BI] CHO cells, DiI-HDL uptake fluorescence, 3 h; inhibition, % at 12.5 µM; 320,000 compounds, 0.96% hits;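 active = mean replicate inhibition of at least 70% and a set share of replicates each scoring 70 or more; inconclusive = meets just one of the two criteria; inactive = fails both criteria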;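 also: 0% = median of neutral control wells and 100% = median of positive control wells; values of inactives mirror those of a sister screen read the other way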
Target sequence (Q61009 whole entry, looked up): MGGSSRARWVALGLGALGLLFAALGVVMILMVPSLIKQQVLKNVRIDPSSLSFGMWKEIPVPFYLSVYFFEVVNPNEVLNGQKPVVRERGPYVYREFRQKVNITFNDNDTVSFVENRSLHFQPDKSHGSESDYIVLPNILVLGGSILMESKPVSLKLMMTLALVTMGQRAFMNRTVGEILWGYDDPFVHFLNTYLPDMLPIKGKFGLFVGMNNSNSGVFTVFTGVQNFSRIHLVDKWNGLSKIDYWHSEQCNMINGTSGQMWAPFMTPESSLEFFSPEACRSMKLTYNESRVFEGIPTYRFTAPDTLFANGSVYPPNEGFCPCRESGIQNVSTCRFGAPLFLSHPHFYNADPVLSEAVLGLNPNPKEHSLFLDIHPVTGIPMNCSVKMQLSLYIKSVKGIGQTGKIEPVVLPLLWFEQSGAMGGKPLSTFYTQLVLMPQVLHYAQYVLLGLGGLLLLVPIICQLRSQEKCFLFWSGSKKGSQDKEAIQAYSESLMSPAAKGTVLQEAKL
HTR5A ag – HTR5A agonism, opioid heterodimer counter-screen; P47898; HTR5A agonist assay, luminescence, cell-based; activation, % at 9.3 µM; 340,000 compounds, 0.61% hits; AID 504692; in the data active = activation mostly above about 9.5%, no sharp cut-off; inactive = mostly below about 7.6%;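 also: 0% = cells with vehicle only and 100% = reference agonist; strong numbers were not always called active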
PvdQ acylase – P. aeruginosa PvdQ acylase inhibition; purified PvdQ acylase, fluorescence plate reader; inhibition, % at 10 µM; 340,000 compounds, 0.063% hits; AID 488965; in the data active = inhibition above about 30%, passing the limit was not always enough; inconclusive = no clear call, values can overlap the other calls;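 also: 0% = vehicle neutral wells and 100% = reference inhibitor wells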
MITF act – increases MITF-driven TRPM1 promoter luciferase signal | SK-MEL-5 TRPM1-promoter luciferase, 24 h; % of positive control, neutral wells = 0 | activation, % at 12.5 µM | 300,000 compounds, 0.75% hits | AID 588334;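 active = mean activation of at least 80% with every replicate also reaching 80%; inconclusive = mean reaches 80% but some replicate falls short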;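 also: 0% = neutral control wells and 100% = parthenolide positive control wells; values of inactives mirror those of a sister screen read the other way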
Starred values were filed as active, the others as inactive; ? = inconclusive; nt = no result given.

SMILES | HTR5A inv ag | dFosB act | CDK5 p35 inh | NSD2 inh | Wnt act | V-ATPase pH | SR-BI HDL uptake | HTR5A ag | PvdQ acylase | MITF act
Cc1cc(C)n2nc(C(=O)N3CCCC(CNS(=O)(=O)c4cccs4)C3)cc2n1 (stereo not given) | -16 | -3 | 0.1 | -3 | 0 | -2 | 0 | 3 | 2 | -4
Cc1cc([N+](=O)[O-])ccc1NCc1cccc([N+](=O)[O-])c1 | 4 | -8 | 1.4 | 5 | -4 | 1 | 32 | -1 | 0 | -4
CN(C)S(=O)(=O)c1ccc(C(=O)NCCSc2ccc(Br)cc2)cc1 | -11 | -3 | 1.3 | 0 | -3 | 4 | 6 | 5 | 9 | 3
COc1ccc(NC(=O)c2[nH]c(C)c(C(C)=O)c2C)cc1Cl | -6 | -21 | 1.6 | -1 | 3 | 9 | 75* | 0 | -9 | 7
COc1ccc(S(=O)(=O)N2CCN(C)CC2)cc1NC(=O)c1ccccc1F | -1 | -13 | -0.6 | -5 | -3 | -2 | nt | 0 | -1 | nt
COc1cccc(CC(=O)Nn2c(C)nc3ccccc3c2=O)c1 | 0 | 3 | -0.7 | 0 | nt | 3 | -13 | 4 | 8 | -1
CC(=O)Nc1ccc(S(=O)(=O)C(C#N)c2nc3ccccc3nc2NCCO)cc1 (stereo not given) | 31 | -3 | -1.0 | -4 | 46* | 0 | -22 | 2 | 2 | 1
O=C(C1CCN(S(=O)(=O)Cc2ccccc2)CC1)N1CCCc2ccccc21 | -3 | -3 | 0.0 | 1 | nt | 0 | 14 | -2 | 14 | -19
O=C(Nc1ccc(Cl)cn1)c1ccc(-c2cc(Cl)ccc2Cl)o1 | -11 | ? | -4.7 | -1 | -2 | 5 | -6 | 4 | -8 | 0
O=C(O)CC(C(=O)O)c1ccc(OCCCCOc2ccc(C(CC(=O)O)C(=O)O)cc2)cc1 (stereo not given) | -2 | -4 | -0.5 | 11 | 0 | -2 | 11 | 1 | -23 | -3
Cc1csc(SCC(=O)NC2CCCCC2)n1 | -3 | -2 | 0.5 | -1 | nt | -1 | -14 | 1 | -17 | 9
CCCCOC(=O)c1ccc(NC(=S)NC(=O)c2ccco2)cc1 | -5 | 2 | -6.5 | -2 | 0 | 6 | -19 | 0 | -11 | -3
CCc1ccc(N2CC(C(=O)Nc3cc(C)ccc3F)CC2=O)cc1 (stereo not given) | 6 | -3 | 6.6 | -1 | nt | 0 | -5 | -2 | 8 | 0
CSc1nc(C)cc(SC(C(C)=O)C(=O)Nc2ccccc2)n1 (stereo not given) | -27 | -9 | 1.3 | 2 | -1 | -6 | -29 | -1 | 2 | -2
COc1ccccc1NS(=O)(=O)c1cccc(C(=O)NCC(c2cccs2)N(C)C)c1 (stereo not given) | -21 | 1 | -1.9 | 0 | -3 | -3 | 14 | 0 | -10 | 10
Cc1c(NC(=O)CN2C(=O)c3ccc([N+](=O)[O-])cc3C2=O)c(=O)n(-c2ccccc2)n1C | -4 | -4 | 0.6 | 1 | 2 | 0 | 8 | 1 | -14 | 0
O=C(COC(=O)c1ccccc1-n1cnnn1)c1ccc(Br)cc1 | 9 | -8 | 1.1 | 0 | -7 | 3 | 14 | -3 | -9 | -2
CCOc1ccc(NC(=O)CNC(=O)COc2ccccc2)cc1 | -21 | 5 | -1.5 | 10 | nt | 4 | -23 | 1 | -3 | 8
COC(=O)C1CSC(C(=O)OC)N1C(=O)Nc1c(C)cccc1C (stereo not given) | 27 | 8 | -1.4 | -6 | -2 | -2 | -23 | -1 | 4 | -13
Cc1ccc(C(=O)CSc2nnc(-c3ccco3)n2Cc2ccccc2)cc1 | 17 | -11 | 1.0 | -3 | 0 | 2 | -3 | -1 | 0 | 70
Cc1cc([N+](=O)[O-])nn1CC(=O)NCCCn1ccnc1 | -4 | -2 | -0.3 | -1 | -1 | -2 | 0 | 1 | -12 | -4
Cc1ccc(OC(F)F)c(NC(=O)Nc2ccc3c(c2)OCO3)c1 | -9 | -2 | -1.4 | nt | 3 | 4 | 26 | -4 | 0 | -4
Cc1cc(OCC(=O)N[C@@H](CSCc2ccccc2)C(=O)O)c2c(C)c(C)c(=O)oc2c1 | 11 | -11 | 2.3 | nt | -2 | 0 | -4 | -1 | 6 | -11
Cc1occc1-c1nnc(SCC(=O)N2CCCCC2C)o1 (stereo not given) | 0 | 4 | 0.7 | 1 | 5 | -4 | 10 | 0 | -6 | 13
COc1ccc(CCC(=O)NCCc2cn3c(C)csc3n2)cc1 | -22 | -12 | -0.1 | nt | -5 | -1 | -3 | -6 | -10 | nt
CCOC(=O)N1CCN(C(=O)c2ccc(N(C)S(C)(=O)=O)cc2)CC1 | -8 | 2 | -1.4 | 0 | nt | -7 | -2 | -2 | -10 | -9
Cc1ccccc1N1C(=O)CC(Sc2nnc(-c3ccccc3)o2)C1=O (stereo not given) | 21 | 6 | 1.0 | 2 | nt | 8 | 34 | -7 | -7 | -10
CC1(C)C2CCC1(CS(=O)(=O)NCc1ccc(S(N)(=O)=O)cc1)C(=O)C2 (stereo not given) | -11 | -7 | -1.6 | -7 | -2 | 1 | -8 | 0 | -14 | -9
CSCCC(NC(=O)c1cccc(C)c1)C(=O)OCC(=O)NC(=O)c1cccn1C (stereo not given) | -8 | -14 | -1.5 | 0 | nt | 0 | -2 | -2 | -2 | 3
O=C(CSc1nnc2n1CCCN2C(=S)Nc1ccc(Cl)cc1)c1ccccc1 | -9 | 15 | -13 | -1 | nt | 0 | 7 | 2 | -25 | 11
CCn1c(COc2ccc3c(c2)OCO3)nnc1SCC(=O)c1ccccc1 | -5 | 1 | 0.8 | 1 | 0 | 1 | 7 | 2 | 5 | -4
COC(=O)[C@]1(Cc2ccccc2)N[C@H](CN(C)C(=O)c2ccccc2)[C@@H]2C(=O)N(Cc3ccccc3)C(=O)[C@@H]21 | 4 | -9 | -2.1 | nt | -2 | -1 | 3 | -1 | -12 | -2
COC(=O)c1ccccc1NC(=O)CCCn1nc([N+](=O)[O-])c(Br)c1C | -17 | -10 | 0.7 | 1 | 1 | -2 | nt | 1 | -4 | -11
CN1C(=O)C(C)(C)c2cc(S(=O)(=O)NCC3CCC(C(=O)NCc4ccc(F)cc4)CC3)ccc21 (stereo not given) | 5 | -2 | -0.6 | -2 | -1 | 0 | 19 | 3 | -19 | -6
COC(=O)c1ccc(NC(=O)C(=O)N2CCN(C(=S)Nc3ccccc3OC)CC2)cc1 | -2 | -5 | 0.4 | -3 | nt | -2 | 52 | 1 | -16 | -5
COC(=O)C1=C(C)NC(=O)NC1c1ccsc1 (stereo not given) | 1 | -6 | 0.2 | 2 | nt | -1 | -35 | 0 | -11 | -3

Single records, from the list above.
O=C(O)CC(C(=O)O)c1ccc(OCCCCOc2ccc(C(CC(=O)O)C(=O)O)cc2)cc1 (stereo not given) is listed as HTR5A inv ag: -2; dFosB act: -4; CDK5 p35 inh: -0.5; NSD2 inh: 11; Wnt act: 0; V-ATPase pH: -2; SR-BI HDL uptake: 11; HTR5A ag: 1; PvdQ acylase: -23; MITF act: -3
Cc1cc([N+](=O)[O-])ccc1NCc1cccc([N+](=O)[O-])c1 is listed as HTR5A inv ag: 4; dFosB act: -8; CDK5 p35 inh: 1.4; NSD2 inh: 5; Wnt act: -4; V-ATPase pH: 1; SR-BI HDL uptake: 32; HTR5A ag: -1; PvdQ acylase: 0; MITF act: -4

The results go on:
SMILES | HTR5A inv ag | dFosB act | CDK5 p35 inh | NSD2 inh | Wnt act | V-ATPase pH | SR-BI HDL uptake | HTR5A ag | PvdQ acylase | MITF act
Cc1ccccc1NC(=S)N1CCC(C(=O)c2ccc(F)cc2)CC1 | -12 | 4 | 1.3 | 0 | -2 | -3 | 27 | 5 | -1 | 6
Cc1ccc(-n2c(-c3ccccc3)nnc2-c2cccs2)cc1 | 4 | 1 | 0.0 | -5 | 2 | 1 | -23 | -1 | -15 | -12
CC(C)CN1CCN(Cc2ccc(Oc3ncccn3)cc2)CC1CCO (stereo not given) | 15 | -14 | 0.4 | 17 | 0 | -2 | nt | 1 | -12 | -3
O=C(NCc1ccc(C(F)(F)F)cc1)C12CN(Cc3ccccc3)CC1C(c1cccc([N+](=O)[O-])c1)=NO2 (stereo not given) | 7 | -6 | 2.6 | nt | -5 | 3 | 13 | 1 | -6 | 0
Cc1ccnc(-n2sc3ccccc3c2=O)n1 | 9 | 3 | -0.4 | 11 | 0 | -3 | -18 | 0 | -13 | 0
COc1ccc(C2(CNC(=O)/C=C\c3ccco3)CCCC2)cc1OC | 8 | -10 | -1.6 | 1 | nt | 2 | -1 | 5 | -13 | nt
CCCCN(C)CCC(=O)Nc1ccc(OC)cc1OC | -24 | -6 | 0.0 | nt | 4 | -5 | -25 | -1 | 4 | nt
CCN(CC)C(=O)COc1ccc(/C(C)=N/NC(=O)c2ccccc2Br)cc1 | 9 | 3 | -1.3 | -3 | -2 | -1 | -22 | -4 | -12 | -2
CCNc1ccc(S(=O)(=O)N(C)C)cc1NCC(=O)Nc1ccccc1Br | -8 | -3 | -1.5 | 2 | -1 | 3 | 1 | 3 | -7 | 3
Cn1c(SCC(=O)Nc2ccccc2F)nnc1-c1cc2ccccc2o1 | -12 | -1 | 0.9 | 2 | nt | 1 | -10 | 7 | 0 | nt
O=C(Nc1nc2c(Br)cc(Br)cc2c(=O)s1)C1CCC1 | -17 | -3 | 0.1 | -1 | -1 | 5 | 1 | 3 | -17 | -5
CC(Sc1nnc(-c2ccccc2Br)o1)C(=O)N1CCOCC1 (stereo not given) | 4 | -1 | -1.4 | -1 | 0 | 0 | -16 | -3 | -8 | -14
Cc1ccc(N(Cc2cc3ccccc3[nH]c2=O)C(=O)c2ccco2)c(C)c1 | -12 | -2 | -0.6 | 7 | nt | 3 | 40 | 5 | -8 | -2
O=C(Nc1ccc(Cl)cn1)c1cccc(S(=O)(=O)N2CCCCC2)c1 | 6 | -8 | 1.2 | -2 | 0 | 1 | nt | -2 | -16 | -5
CC1=NOC(=O)/C1=C\c1ccc(-c2ccccc2Br)o1 | 2 | -11 | 1.9 | 69* | 4 | 1 | 5 | -1 | -6 | -88
CC(=O)N1c2ccc(S(=O)(=O)N3CCC(C(=O)N4CCN(c5cccc(C(F)(F)F)c5)CC4)CC3)cc2CC1C (stereo not given) | -7 | 7 | nt | -4 | -4 | -1 | 36 | 2 | 5 | -9
CCOC(=O)C1=C(C)Nc2nc(C)nn2C1c1ccc(C)cc1 (stereo not given) | -4 | 0 | 0.6 | nt | -3 | 2 | 1 | 1 | -1 | 4
O=C(CCCN1C(=O)C2CC=CCC2C1=O)Nc1cccc(F)c1 (stereo not given) | 6 | -4 | 1.6 | 0 | 1 | 0 | -7 | 1 | -18 | 4
CC(C)Oc1ccc(CNC(=S)N/N=C/c2ccc([N+](=O)[O-])cc2)cc1 | -30 | 0 | 2.0 | 1 | 2 | -2 | 2 | 0 | -13 | 12
Cc1ccc(NC(=O)CN(C)C(=O)CCOc2ccccc2C)cc1 | -4 | -6 | -0.3 | -3 | -3 | 4 | -26 | -1 | -27 | -4
Nc1ccc2oc(-c3ccc4nc[nH]c4c3)nc2c1 | -4 | 2 | -1.1 | nt | 17 | -2 | -29 | 1 | -7 | nt
CC(=O)c1ccc(S(=O)(=O)N2CCN(CC(=O)Nc3ccccc3C(=O)NC3CC3)CC2)cc1 | 13 | -11 | -0.6 | -2 | -2 | 2 | -11 | 1 | -3 | 11
